NPY-Y2 PAM-ag = NPY-Y2 potentiators or agonists, primary screen, cell-based. Neuropeptide Y receptor type 2 (Homo sapiens), P49146. cells expressing NPY-Y2, potentiator/agonist read-out. activation, % at 3.6 µM. actives 0.45% (n = 220,000); in the data active = activation above about 27%;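 note: cells stimulated with NPY near EC25 plus isoproterenol at EC100; 0% = vehicle plus submaximal agonist and 100% = vehicle plus saturating agonist; some results beyond the cut were filed as inactive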
Target sequence (P49146 whole entry, looked up): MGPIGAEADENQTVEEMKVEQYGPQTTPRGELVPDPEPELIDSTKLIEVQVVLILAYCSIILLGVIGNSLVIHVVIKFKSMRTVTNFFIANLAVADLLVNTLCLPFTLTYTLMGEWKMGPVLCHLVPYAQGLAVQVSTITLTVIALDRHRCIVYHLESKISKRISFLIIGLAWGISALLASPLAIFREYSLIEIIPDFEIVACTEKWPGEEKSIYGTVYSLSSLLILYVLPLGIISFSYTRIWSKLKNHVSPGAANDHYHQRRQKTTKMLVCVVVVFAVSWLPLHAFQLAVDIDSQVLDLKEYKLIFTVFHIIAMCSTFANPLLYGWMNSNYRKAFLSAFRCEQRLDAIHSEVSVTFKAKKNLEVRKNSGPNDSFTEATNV
EP2 modulator = EP2 receptor modulators, cAMP readout, primary screen, cell-based, HTRF cAMP, PGE2 stimulation | Prostaglandin E2 receptor EP2 subtype (Homo sapiens), P43116 | induction, % at 25 µM | EP2-expressing cells, cAMP HTRF FRET, PGE2 co-stimulation | actives 0.83% (n = 260,000);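 active = compounds whose cAMP rise, as percent of the full-agonist control response, exceeds 60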;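 note: rat C6 glioma line stably carrying human EP2 under a CMV promoter; the protocol text gives 20 µM as final concentration; 100% = response of wells given 1 µM PGE2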
S1P4 antagonist = S1P4 receptor antagonists, primary screen, cell-based; Sphingosine 1-phosphate receptor 4 (Homo sapiens), O95977; S1P4-expressing cells, antagonist mode, reporter read-out; inhibition, % at 4.98 µM; actives 0.26% (n = 220,000); in the data active = inhibition above about 29%;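 note: 0% = wells stimulated with agonist and 100% = vehicle wells without agonist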
S1P4 ag = S1P4 receptor agonists, primary screen, cell-based. Sphingosine 1-phosphate receptor 4 (Homo sapiens), O95977. activation, % at 4.98 µM. S1P4-expressing cell line, agonist reporter assay. AID 1509, 2009. actives 0.35% (n = 220,000); in the data active = activation above about 11%;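 note: 0% = DMSO vehicle and 100% = reference agonist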
NPY Y1 blocker = NPY-Y1 receptor antagonists, primary screen, cell-based. HEK293-CNG Y1 cells, membrane potential fluorescence; NPY at EC95, then isoproterenol. inhibition, % at 3.6 µM. Neuropeptide Y receptor type 1 (Homo sapiens), P25929. AID 1040, 2008. actives 1% (n = 200,000);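 active = inhibition above the campaign mean inhibition of all tested compounds plus 3 SD, cut at about 20% in these data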;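 note: 0% = DMSO wells given NPY plus isoproterenol and 100% = isoproterenol alone without NPY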
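Assay system: HEK293 Y1/CNG channel cell line; Doses: single compound dose of 3.6 µM, 0.4% DMSO; Timing: dye 3 h, compound 60 min room temperature, stimulation 45 min; Technique: Membrane-potential fluorescent dye readout; Measure: % inhibition of NPY effect.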
CHOP inh = inhibitors of CHOP promoter induction, primary screen, cell-based, unfolded protein response, luciferase reporter; inhibition, % at 10 µM; CHO-K1 CHOP-promoter luciferase, tunicamycin-induced, 15-18 h; actives 3.8% (n = 220,000);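 active = compounds that reduced the stress-induced luciferase reporter signal by more than about 70% of percent inhibition, limit read from the data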;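 note: 0% = tunicamycin plus vehicle and 100% = wells without tunicamycin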
NPY1 pot ag = NPY-Y1 receptor potentiators or agonists, primary screen, cell-based | activation, % at 3.6 µM | NPY-Y1 expressing cells, potentiator/agonist activation | AID 1304, 2008 | Neuropeptide Y receptor type 1 (Homo sapiens), P25929 | actives 0.37% (n = 220,000); in the data active = activation above about 33%, passing the limit was not always enough;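 note: cells stimulated with NPY at EC10 then isoproterenol at EC100; 0% = low agonist plus stimulus and 100% = saturating agonist plus stimulus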
TRPML3 ag = human TRPML3 channel agonists, primary screen, cell-based, HEK293 TRPML3-YFP, Fluo-8 calcium fluorescence, 3 µM. actives 0.29% (n = 220,000). AID 1448, 2008. activation, % at 3 µM. Mucolipin-3 (Homo sapiens), Q8TDD5. 100% = the carbachol control signal;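 active = activation above its plate's cutoff, the mean activation of the plate's test wells plus 3 SD, cut at about 12% in these data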;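 note: 0% = DMSO only wells and 100% = carbachol wells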
Target sequence (Q8TDD5 whole entry, looked up): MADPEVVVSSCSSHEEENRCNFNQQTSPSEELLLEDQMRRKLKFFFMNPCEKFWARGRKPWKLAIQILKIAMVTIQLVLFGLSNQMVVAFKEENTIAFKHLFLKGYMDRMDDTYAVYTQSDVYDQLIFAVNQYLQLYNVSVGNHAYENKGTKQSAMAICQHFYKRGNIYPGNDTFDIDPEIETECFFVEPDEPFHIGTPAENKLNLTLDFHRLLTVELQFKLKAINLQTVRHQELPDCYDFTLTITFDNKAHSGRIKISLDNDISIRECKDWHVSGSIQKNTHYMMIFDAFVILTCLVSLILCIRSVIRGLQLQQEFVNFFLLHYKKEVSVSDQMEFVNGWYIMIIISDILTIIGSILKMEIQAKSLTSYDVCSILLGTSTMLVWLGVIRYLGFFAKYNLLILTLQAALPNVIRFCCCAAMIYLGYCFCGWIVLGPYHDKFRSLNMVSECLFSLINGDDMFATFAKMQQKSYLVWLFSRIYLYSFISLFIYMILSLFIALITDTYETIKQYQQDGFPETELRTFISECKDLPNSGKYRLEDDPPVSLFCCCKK
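Material: HEK293 cells stably carrying human TRPML3-YFP; compound dosing: single dose, 3 µM final nominal compound, 0.3% DMSO final; incubation: 1-h 37 °C dye load, 5-s basal, 120-s post-compound reads; technique: Fluo-8 intracellular calcium fluorescence, excitation 470-495 nm, emission 515-575 nm; read-out basis: percent activation from peak-to-basal fluorescence ratio, scaled between DMSO and carbachol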
zfTRPN1 agonist = zebrafish TRPN1 channel agonists, primary screen, cell-based, HEK293, calcium fluorescence; HEK293 zebrafish TRPN1-YFP, Fluo-8 calcium fluorescence; 100% = response to 87 µM carbachol; activation, % at 3 µM; actives 0.18% (n = 220,000); transient receptor potential cation channel N1 (TRPN1/NompC), Danio rerio; AID 1424, 2008;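 active = activation above its plate's cutoff, the mean activation of test wells on that plate plus 3 SD, cut at about 19% in these data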;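 note: 0% = DMSO alone and 100% = 87 µM carbachol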
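Material – zebrafish TRPN1-YFP in HEK293 cells · Doses – 3 µM single point · Schedule – dye 1 h 37 °C plus 30 min RT · Signal – Fluo-8 calcium fluorescence, excitation 470-495 nm, emission 515-575 nm · Read-out – % activation versus carbachol response · Control set – carbachol high, DMSO low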
* = called active by the depositor; x = no result given; & = joins results of further samples.

SMILES	NPY-Y2 PAM-ag	EP2 modulator	S1P4 antagonist	S1P4 ag	NPY Y1 blocker	CHOP inh	NPY1 pot ag	TRPML3 ag	zfTRPN1 agonist
COc1ccc(C(=O)O/N=C(/c2cccs2)C(C)(C)C)cc1	-14	17	-1	0.1	x	0	0	-0.2	-1.8
Cc1ccc(OCC(O)CN2CC3(C)CC2CC(C)(C)C3)cc1 (stereo not drawn)	-4	13	-10	2.6	10	18	-18	0.2	0.5
Cc1ccccc1CN(C)CC(=O)Nc1cccc(S(=O)(=O)N(C)c2ccccc2)c1	-16	-11	4	-0.4	16	32	-20	3.1	-1.2
Cc1[nH]c(=O)[nH]c(=O)c1CSc1nnc([C@H](CC(C)C)NC(=O)OC(C)(C)C)o1	-8	-24	-16	0.9	-2	-4	0	0.1	-1.6
Cc1cccc(N(C(=O)Cn2nnc3ccccc32)C(C(=O)NCc2ccco2)c2ccncc2)c1 (stereo not drawn)	9	16	5	0.5	-1	48	11	0.9	0.5
O=C(CCCCCNC(=O)c1ccccc1)N/N=C/c1ccc(O)cc1O	-6	-5	-16	0.2	-5	-16	-2	-0.2	-0.9
COc1ccc(OC)c(Nc2nc(-c3cccs3)cs2)c1	9	30	16	-0.1	8	2	-5	0.2	0.4
CC(C)(C)C(=O)Nc1cccc(C(=O)c2cccc(NC(=O)C(C)(C)C)c2)c1	-3	-7	1	-0.2	3	29	-9	0.6	1.5
CCOC(=O)Cn1c(=O)oc2cc(S(=O)(=O)N(C)Cc3ccccc3)ccc21	-3	-13	6	0.5	x	14	1	0.7	2.5
Cc1ccc(NCC(=O)N/N=C/c2cc(O)ccc2[N+](=O)[O-])cc1	-4	-22	-1	3.9	6	-8	1	0.0	2.1
Cc1ccc(CN(Cc2ccco2)C(=S)NCC(=O)O)cc1	-19	33	-4	1.5	5	-19	-12	0.3	1.0
O=S(=O)(c1ccc(Cl)nc1)N1CCCc2ccccc21	2	-2	-14	0.0	-1	20	-8	0.1	-1.1
O=C(Cn1nnc(-c2ccccc2)n1)Nc1ccc2c(c1)OCO2	-33	-38	-8	0.1	9	3	-44	0.2	-1.8
CCN1CCN(C(c2cccnc2)c2cc(Cl)c3cccnc3c2O)CC1 (stereo not drawn)	-12	-7	8	-4.4	1	-101	0	0.6	0.3
CCCN1C(=O)S/C(=C\c2ccc(N3CCOCC3)cc2C)C1=O	-14	-25	-10	1.6	8	22	-28	0.8	2.3
CC(=O)NCC(=O)NC(C(=O)Nc1ccc2c(c1)OCCO2)c1ccc(C)cc1 (stereo not drawn)	3	29	-22	0.1	6	14	11	1.1	-0.8
O=C(NNC(=O)c1cc(C(F)(F)F)cc(C(F)(F)F)c1)c1ccc(Cl)cc1	15	-17	17	0.6	x	24	2	0.0	0.6
CCOC(=O)C1NN=C(C(=O)c2ccccc2)C1c1ccccc1 (stereo not drawn)	17	9	-14	4.1	2	29	8	-0.6	-1.2
O=C(CN1C(=O)CCC1=O)NCC12CC3CC(CC(C3)C1)C2	1	17	-12	-1.8	2	-16	9	0.2	0.3
CCc1ccccc1NC(=O)NC1CC2CCC(C1)N2Cc1ccco1 (stereo not drawn)	2	1	8	1.3	3	-8	11	0.0	0.4
COc1ccc(N2CCN(C(=O)CCCn3c(=O)[nH]c4cc(Cl)ccc4c3=O)CC2)cc1	-4	0	-10	-1.7	2	39	4	0.5	-0.3
Cc1cccc(NC(=S)NCC(c2cccnc2)N2CCOCC2)c1 (stereo not drawn)	2	-8	-5	0.0	1	-13	-4	0.1	1.5
CC(C)CN1C(=O)/C(=C/c2c(N3CCc4ccccc4C3)nc3ccccn3c2=O)SC1=S	15	35	-14	-1.1	x	-33	9	2.2	7.4
Cc1cc(C(=O)OCC(=O)N2CC(=O)Nc3ccccc32)c(C)n1-c1ccc(F)cc1	-7	18	-20	-2.2	1	8	-11	-0.5	0.0
COCCNC(=O)CSc1nccn1Cc1ccc2c(c1)OCO2	17	14	-12	0.0	2	18	-1	1.3	0.8

Following part
SMILES	NPY-Y2 PAM-ag	EP2 modulator	S1P4 antagonist	S1P4 ag	NPY Y1 blocker	CHOP inh	NPY1 pot ag	TRPML3 ag	zfTRPN1 agonist
CC1CC(=O)c2cnc(Nc3ccccc3)nc2C1 (stereo not drawn)	-9	8	8	-1.5	7	21	8	0.3	-0.3
O=c1c2ccccc2nc(SCc2cccc(F)c2)n1-c1cccc(S(=O)(=O)N2CCCC2)c1	-13	8	-6	-0.5	6	12	-58	-0.1	-0.2
CCC(=O)c1ccc(OCCSc2ncccn2)cc1	-13	-9	-10	1.9	2	39	-10	-0.3	0.1
Cc1nn(Cc2ccccc2Cl)c(C)c1NC(=O)c1nc2ncccn2n1	3	23	-1	1.0	7	33	-4	0.1	0.4
COC(=O)c1ccc(C(NC(=O)OCc2ccccc2)/C(F)=C/[C@@H](C)C(=O)NCc2ccc(-c3ccccc3)cc2)cc1 (stereo partly drawn)	6	22	-7	2.0	6	43	15	0.4	-0.5
CCOC(=O)C(CCCCCOc1ccccc1[N+](=O)[O-])C(=O)OCC	4	15	-22	0.7	19	33	31	-0.8	-1.7
O=C(Nc1cccc2ccccc12)c1ccc([N+](=O)[O-])s1	-6	-31	6	0.2	-1	3	-28	-0.3	-0.5
O=C1c2ccccc2C(=O)N1CCCSc1nc2ccccc2o1	-15	-4	-11	2.0	10	39	-14	0.3	-0.3
COc1ccc(CC(=O)NCc2ccccc2)cc1S(=O)(=O)N1CCOCC1	-5	-6	-15	0.9	2	17	-5	0.5	0.4
COc1cc(-n2c(=O)c3ccccc3n(Cc3cccnc3)c2=O)cc(OC)c1OC	1	x	-6	1.9	5	x	5	0.5	2.0
Cc1oc2c(CN3CCCC3)c(O)ccc2c(=O)c1-c1ccccc1	-5	15	-13	-2.6	0	3	-12	0.9	-0.8
O=C(COC(=O)c1ccc(NS(=O)(=O)c2cccs2)cc1)NCc1ccco1	-15	19	-1	1.2	x	5	5	0.2	1.6
Cc1cnc(C(=O)Nc2cccc3cccnc23)cn1	12	15	12	0.5	6	x	11	0.5	0.6
C#CC(C)(C)NC(=O)c1ccc(-c2ccccc2F)cc1	1	-28	6	-0.7	x	10	7	0.6	-1.2
C/C(CC(=O)Nc1cc(Cl)ccc1Cl)=N\NC(N)=S	2	-12	-9	-0.9	-1	-14	11	0.3	-0.8
C=CCOC(=O)C1=C(C)NC(=O)NC1c1ccc(Cl)cc1 (stereo not drawn)	8	10	2	-0.4	-1	9	9	0.0	-0.5
O=C(NCCN1CCOCC1)c1cc2c(=O)n3ccccc3nc2n1Cc1ccccc1	2	3	-1	0.6	0	21	-4	0.4	1.1
CC(=O)C(Sc1nnnn1-c1ccccc1)C(C)=O	-2	-21	2	1.1	x	-7	-26	1.3	1.6
Cc1c(C=O)c(Cl)n(C)c(=O)c1C#N	0	21	-2	-0.9	1	-2	10	0.3	-1.0
CCN1C(=O)c2ccc(C(=O)NCc3ccc4c(c3)OCO4)cc2C1=O	-5	3	-22	-0.4	26*	9	-25	0.0	-0.7
CCCCC1CCC(c2nc(-c3cccnc3)no2)CC1 (stereo not drawn)	15	44	-16	-1.0	-1	47	-9	0.4	0.4
COc1ccc(OC)c(S(=O)(=O)N2CCC(C(=O)Nc3ccc(C)c(C)c3)CC2)c1	-3	-7&-78	-1	-2.3	-11	16	-9	1.3	2.6
C#CCOCCOCCOCCNc1nc(N2CCN(C(=O)[C@H]([C@@H](C)CC)n3cc([C@@H](N)Cc4ccc(O)cc4)nn3)CC2)nc(N2CCN(C(=O)[C@H](Cc3ccc(O)cc3)n3cc([C@@H](N)C(C)CC)nn3)CC2)n1 (stereo partly drawn)	13	-2	3	0.2	-7	7	-1	0.4	-0.2
O=C(Cc1ccccc1)c1nnc(-c2ccccc2)o1	-1	-1	4	-0.6	-5	10	-20	0.7	-0.5
Cc1ccc(NC2=CC(=O)CC(c3ccc(Cl)cc3)C2)cc1 (stereo not drawn)	-3	1	-6	0.2	-2	-4	-1	-0.1	0.4

Rewritten with values under each structure: part of the list above
Order of results: NPY-Y2 PAM-ag	EP2 modulator	S1P4 antagonist	S1P4 ag	NPY Y1 blocker	CHOP inh	NPY1 pot ag	TRPML3 ag	zfTRPN1 agonist
CCN1CCN(C(c2cccnc2)c2cc(Cl)c3cccnc3c2O)CC1 (stereo not drawn)
    -12	-7	8	-4.4	1	-101	0	0.6	0.3
CC(=O)C(Sc1nnnn1-c1ccccc1)C(C)=O
    -2	-21	2	1.1	x	-7	-26	1.3	1.6
Cc1ccc(OCC(O)CN2CC3(C)CC2CC(C)(C)C3)cc1 (stereo not drawn)
    -4	13	-10	2.6	10	18	-18	0.2	0.5

Additional compounds follow.
SMILES	NPY-Y2 PAM-ag	EP2 modulator	S1P4 antagonist	S1P4 ag	NPY Y1 blocker	CHOP inh	NPY1 pot ag	TRPML3 ag	zfTRPN1 agonist
CCCCCC(=O)NC(=S)Nc1ccc(N2CCOCC2)cc1	4	-15	-1	-1.1	10	63	-8	-0.2	-0.2
Cc1ccccc1CSc1nccn1-c1ccccc1	-14	44	6	0.2	4	-1	0	-1.1	-3.0
Cc1cc(C)cc(NC(=O)C/C(N)=N/O)c1	10	-14	-7	0.9	-1	-29	0	0.5	0.0
Cc1cc(C)n2nc(SCC(=O)Nc3c(C)n(C)n(-c4ccccc4)c3=O)nc2n1	3	14	-22	0.8	-2	-7	12	1.1	0.2
CCOC(=O)CSC(CC)C(=O)Nc1nnc(C(C)C)s1 (stereo not drawn)	-6	17	-2	-0.4	0	29	3	0.2	0.6
O=C1CC(N2CCN(c3ccccc3Cl)CC2)C(=O)N1c1cccc(F)c1 (stereo not drawn)	-19	-25	9	1.8	5	17	10	0.7	1.5
Cc1ccccc1NC(=O)C(C)c1cccc(C(=O)c2ccccc2)c1 (stereo not drawn)	-20	-3	-5	-1.0	12	-3	-29	-0.7	-0.5
Cc1ccc(NC(=O)c2cc(C)nn2-c2ccccc2)cc1	5	-2	-21	-0.9	2	32	-5	-0.6	-0.2
Cc1cc(C(=O)Cn2c(CO)nc3ccccc32)c(C)n1C	9	5	-4	-0.8	x	-2	3	0.8	1.2
COc1cccc(OC)c1C(=O)Nc1ccc(S(=O)(=O)Nc2cc(C)nc(C)n2)cc1	6	7&-7	6	0.9	1	16	-20	1.1	-0.1
CCS(=O)(=O)N1Cc2ccccc2CC1C(=O)Nc1nc2ccccc2[nH]1 (stereo not drawn)	4	-23	-19	1.2	4	35	-8	1.0	2.0
